Compound activity (PubChem BioAssay)
Rad51 HR inh: Rad51 (human) homologous recombination inhibition. hRad51 DNA strand exchange, fluorescence dequenching. Q06609. 200,000 tested, 0.085% active. inhibition, % at 10 µM;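 active means inhibition above 40% at the single screening dose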;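 further: 0% = DMSO control wells and 100% = blanks with heterologous ssDNA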
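Test system – preformed human Rad51 ssDNA filaments · Reagent – Donor/quencher-labelled 47-bp dsDNA substrate · Incubation – 37 °C 15-min filament assembly, 30-min compound preincubation, 15-min exchange · Signal – FRET fluorescence dequenching, excitation 485 nm, emission 520 nm · Read-out – percent inhibition from fluorescence, normalised to plate control and blank means · Benchmarks – plate control and blank wells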
Mdm2 ligase inh: Mdm2 E3 ligase (human) inhibition | Q00987 | cell-based MDM2 ubiquitination luciferase reporter, 2 h; 0 = plate control, 100 = twice control, blank-subtracted | signal enhancement, % at 5 µM | 210,000 tested, 0.11% active | AID 1230;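 active means signal enhancement of 30% or more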;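 further: luminescence tracks abundance of the self-degrading MDM2-luciferase fusion protein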
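Buffer or medium: Cells held in DMEM | Assay system: Stable mammalian line carrying autodegrading MDM2–luciferase fusion reporter | Quantity: 2000 cells/well | Times: 4 h settle plus 2 h compound, 37 °C | Doses: One concentration, 5 µM, with 0.2% DMSO | Technique: Luminescence with SteadyLite reagent, 15 min at room temperature | Benchmarks: Plate controls and plate blanks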
Calpain2 inh: calpain II (pig) inhibition. 220,000 tested, 0.37% active. purified calpain II, fluorogenic peptide substrate, 30 min. AID 1236. inhibition, % at 16 µM;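 active means inhibition above about 50%, limit read from the data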
eIF4E 4G PPI: blocks eIF4E binding to eIF4G | P63073+Q04637 | TR-FRET eIF4E-eIF4GI(517-606) binding, 2 h | inhibition, % at 21.7 µM | 220,000 tested, 0.37% active;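 active means inhibition above about 30%, limit read from the data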;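 further: 0% = full FRET control wells and 100% = background wells lacking eIF4GI fragment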
Target sequence (P63073 whole entry, looked up, the tested form may be a part): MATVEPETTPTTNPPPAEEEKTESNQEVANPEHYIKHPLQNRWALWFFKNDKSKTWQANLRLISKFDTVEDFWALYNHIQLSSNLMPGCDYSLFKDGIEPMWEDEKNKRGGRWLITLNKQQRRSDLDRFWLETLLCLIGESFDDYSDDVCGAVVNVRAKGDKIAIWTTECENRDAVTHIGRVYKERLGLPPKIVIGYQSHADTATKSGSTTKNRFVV
Target sequence (Q04637 whole entry, looked up, the tested form may be a part): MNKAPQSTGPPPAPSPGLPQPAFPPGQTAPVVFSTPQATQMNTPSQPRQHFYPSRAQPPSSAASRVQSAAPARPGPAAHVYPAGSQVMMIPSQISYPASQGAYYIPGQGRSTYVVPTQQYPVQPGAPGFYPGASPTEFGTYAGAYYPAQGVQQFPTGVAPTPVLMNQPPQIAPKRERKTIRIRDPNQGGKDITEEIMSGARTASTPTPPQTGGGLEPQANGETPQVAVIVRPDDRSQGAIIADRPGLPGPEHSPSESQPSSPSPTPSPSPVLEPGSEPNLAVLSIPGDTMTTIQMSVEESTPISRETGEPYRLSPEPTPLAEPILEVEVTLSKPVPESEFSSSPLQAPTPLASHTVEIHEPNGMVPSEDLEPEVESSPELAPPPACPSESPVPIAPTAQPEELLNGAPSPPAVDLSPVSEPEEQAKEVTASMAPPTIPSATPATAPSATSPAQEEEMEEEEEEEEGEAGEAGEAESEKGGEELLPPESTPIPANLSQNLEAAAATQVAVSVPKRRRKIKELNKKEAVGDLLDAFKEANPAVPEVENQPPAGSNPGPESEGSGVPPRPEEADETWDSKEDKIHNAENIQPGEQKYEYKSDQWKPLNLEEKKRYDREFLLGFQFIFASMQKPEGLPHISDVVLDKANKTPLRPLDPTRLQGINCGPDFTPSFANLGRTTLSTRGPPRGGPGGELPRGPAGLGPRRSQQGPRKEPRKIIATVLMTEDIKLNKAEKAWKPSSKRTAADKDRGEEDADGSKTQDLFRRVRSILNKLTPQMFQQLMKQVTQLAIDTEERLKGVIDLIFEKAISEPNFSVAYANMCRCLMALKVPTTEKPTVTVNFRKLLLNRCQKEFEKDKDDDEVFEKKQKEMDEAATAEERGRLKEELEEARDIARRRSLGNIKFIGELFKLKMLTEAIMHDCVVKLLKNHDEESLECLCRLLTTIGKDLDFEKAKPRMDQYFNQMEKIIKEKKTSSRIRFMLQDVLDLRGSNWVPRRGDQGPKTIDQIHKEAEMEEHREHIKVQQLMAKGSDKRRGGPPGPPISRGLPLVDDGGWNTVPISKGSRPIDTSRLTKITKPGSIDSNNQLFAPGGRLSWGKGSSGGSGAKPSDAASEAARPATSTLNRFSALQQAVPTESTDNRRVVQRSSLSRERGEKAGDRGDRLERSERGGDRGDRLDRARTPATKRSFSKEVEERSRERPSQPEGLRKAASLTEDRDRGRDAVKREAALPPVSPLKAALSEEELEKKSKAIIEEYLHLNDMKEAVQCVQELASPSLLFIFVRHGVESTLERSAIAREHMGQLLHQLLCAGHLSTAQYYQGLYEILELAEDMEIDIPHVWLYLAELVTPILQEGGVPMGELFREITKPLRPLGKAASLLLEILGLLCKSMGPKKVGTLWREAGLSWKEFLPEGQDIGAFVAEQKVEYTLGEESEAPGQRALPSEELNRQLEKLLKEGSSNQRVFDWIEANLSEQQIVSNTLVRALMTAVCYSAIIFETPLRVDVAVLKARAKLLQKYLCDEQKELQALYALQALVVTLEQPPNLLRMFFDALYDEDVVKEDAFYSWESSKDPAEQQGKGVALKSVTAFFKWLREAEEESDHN
EBV gp42 block: inhibitors of Epstein-Barr virus glycoprotein 42; inhibition, % (tested at 21.74 µM); 220,000 tested, 0.42% active; AID 1085; Fluorescence polarization binding assay, mP read-out; Q1HVG2; in the data active means inhibition above about 50%
PERK inh: human PERK inhibition, primary cell-based screen; Q9NZJ5; CHO PERK-DD fusion, SEAP luminescence translation reporter; inhibition, % at 5.6 µM; 220,000 tested, 0.17% active; AID 1416;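 active means inhibition above the mean inhibition of all tested compounds plus 3 SD, set separately per screening campaign, cut at about 2.9% in these data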;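 further: PERK kinase domain activated by AP20187 dimerizer at 100 nM; 0% = DMSO with dimerizer and 100% = rapamycin at 8.4 µM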
KCC2 mod: modulates chloride dependent transport by human KCC2. B-score of Tl+ flux slope (higher = more flux/activation; lower = inhibition) at 10 µM. AID 1456. KCC2 cells, thallium flux FluoZin-2 fluorescence. 190,000 tested, 2.2% active;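 active means thallium flux slope and its plate-corrected score both differing from the plate sample mean at a set confidence after two filtering rounds, in either direction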;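 further: slope of fluorescence scaled to starting intensity during 10 to 20 s after thallium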
L929 necroptosis: L929 zVAD cell death inhibition; L929 zVAD necroptosis rescue, ATP luminescence, 24 h; with zVAD 60 µM; viability rescue, % at 10 µM; 220,000 tested, 0.38% active; AID 1377;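 active means activation, scaled between plate controls, above about 75%, limit read from the data; inactive means activation under that limit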;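 further: 0% = zVAD with DMSO and 100% = DMSO alone without zVAD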
TNF necrop inh: blocks TNF-alpha induced death of Jurkat FADD-/- cells. Jurkat FADD-/- TNF necroptosis rescue, ATP luminescence, 24 h; 0 = TNF only, 100 = no-TNF cells. activation (protection from cell death), % at 10 µM. 220,000 tested, 0.068% active. AID 463075;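 active means activation, meaning protection from cell death, of at least 50% relative to plate controls; inactive means activation below 50%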;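 further: necroptosis triggered by 40 ng/mL TNF-alpha added together with compound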
Starred values were filed as active, the others as inactive; / = not tested or not shown; [ ] = remark or other dose.

SMILES	Rad51 HR inh	Mdm2 ligase inh	Calpain2 inh	eIF4E 4G PPI	EBV gp42 block	PERK inh	KCC2 mod	L929 necroptosis	TNF necrop inh
CC(=O)NS(=O)(=O)c1ccc(NC(=O)C2C3C=CC(C3)C2C(=O)O)cc1 (configuration not stated)	10	1	-9	8[fluorescence artefact?]	-9	1.0	-0.25	0.5	0.9
O=C(c1ccc(Cl)c([N+](=O)[O-])c1)N1CCN(C(=O)c2ccco2)CC1	-167	0	-19	-1	-10	1.4	-0.43	-1.2	0.0
CC12CN3CC(C)(CN(C1)C3c1ccc(Br)cc1)C2=O (configuration not stated)	2	-10	12	-13	-4	1.9	/	1.8	0.2
O=C(Nc1cccc(S(=O)(=O)NC2=NCCCCC2)c1)c1cc(-c2ccc(Cl)cc2)nc2ccccc12	/	-14	-34	0	-3	-0.3	-0.04	2.4	-2.7
Cn1c(=O)c2c(ncn2CC(=O)N2CCN(c3cccc(Cl)c3)CC2)n(C)c1=O	0	-6	-5	-3	-4	-1.1	0.32	-0.3	-0.7
O=C(N/N=C/c1ccc(Br)o1)c1cc([N+](=O)[O-])cc([N+](=O)[O-])c1	8	-1	-2	1	-7	0.8	12*	1.1	-0.1
Cn1c(SCC(=O)Nc2ccc(Cl)cc2)nc(O)cc1=O	/	0	-9	-8	1	0.6	0.62	-0.1	2.4
O=C(COc1ccc(Cl)cc1)Nc1nc(-c2ccc(S(=O)(=O)N3CCOCC3)cc2)cs1	-2	-5	-181	-45	-10	0.4	1.5	0.9	-8.0
CC(=Nc1ccccc1)c1sc2ccccc2c1O	/	-12	0	0[fluorescence artefact?]	-7	0.8	-0.9	0.6	1.2
O=C(Nc1cccc2cccnc12)C1CCCC1	10	-3	27	-43[fluorescence artefact?]	-7	0.1	0.18	-0.2	0.1
COC(=O)c1ccc(/C=N/NC(=S)NCCN2CCOCC2)cc1	-2	-10	20	1	-23	-0.3	0.21	4.0	1.5
CCOC(=O)CSC1=C(C#N)C(c2ccc3c(c2)OCO3)CC(=O)N1 (configuration not stated)	4	9	-23	3[fluorescence artefact?]	-7	-0.5	/	0.8	-2.5
CC(C)N(C(=O)CSc1nnc(NC(=O)Cc2cccs2)s1)C(C)C	-3	5	2	0	-4	1.1	0.2	8.0	0.1
CC(Sc1nc(C(C)(C)C)cc(-c2ccccc2)c1C#N)C(=O)Nc1ccccc1 (configuration not stated)	24	-2	0	-2[fluorescence artefact?]	-8	0.2	-0.72	0.6	1.3
N/C(=N\OC(=O)c1cccc(Br)c1)c1ccc(Br)cc1	8	-6	13	-1	-6	0.0	-0.28	0.0	-2.6
CC(=O)c1c(C)[nH]c(C(=O)OCCCCN2C(=O)c3ccccc3C2=O)c1C	-8	-5	3	4	-12	-1.4	-0.92	-0.3	-14
CO/N=C(\c1nonc1N)N1CCN(c2ccc(Cl)cc2[N+](=O)[O-])CC1	/	-10	48	-7	20	-0.2	-1.3	0.0	-7.0
COc1cccc(CNC(=O)CCC2CCCN(C(=O)c3csc(C(C)C)n3)C2)c1 (configuration not stated)	6	-8	28	1	0	0.6	/	-0.1	0.0
COc1cc(N=C2C(=O)N3CCCc4cccc2c43)cc(OC)c1	/	-1	-41	-5[fluorescence artefact?]	3	0.2	-0.04	0.5	-0.4
CN(C)c1ccc(C(c2nnnn2C(C)(C)C)N2CCN(C(=O)c3ccco3)CC2)cc1 (configuration not stated)	/	-8	-21	3[fluorescence artefact?]	-5	0.6	1.6	-0.4	-4.0
CCOC(=O)NC(=O)CSc1nnc(C)s1	-6	-5	-23	-1[fluorescence artefact?]	-8	0.2	-0.2	-0.4	0.0
Cc1ccc(CN2CCN(/N=C/c3sccc3C)CC2)c(C)c1	18	-1	29	-12[fluorescence artefact?]	10	0.1	-0.66	-0.6	-0.4
CSc1nnc(SCc2nc3sc(C(=O)O)c(C)c3c(=O)[nH]2)s1	-33	-16	-4	6	11	-0.7	1.2	0.5	0.7
CC1CCc2c(sc(NC(=O)c3ccc(Cn4cc(Br)cn4)o3)c2C(N)=O)C1 (configuration not stated)	9	-18	-54	-7	-11	0.0	/	1.5	1.4
CCC(=O)N1CCN(c2ccc(NC(=O)c3ccc(C#N)cc3F)cc2Cl)CC1	4	-5	-5	2	6	0.7	0.31	3.3	0.0
Cc1c(C#N)c2ccccc2n1CC(=O)N1CCc2ccccc2C1	-5	/	/	/	/	-0.1	0.036	-0.6	-1.6
O=c1cc(CN2CCC(Cc3ccccc3)CC2)nc2sccn12	6	-9	-16	-2	-3	1.0	-0.31	-0.5	1.5
COc1ccc(N(CC(=O)NC2CCCCCCC2)S(=O)(=O)c2c(C)nn(C)c2C)cc1	0	-8	-18	2	-1	-0.1	-1.1	0.7	-0.9
Cc1csc(N(C(=O)c2ccccc2F)c2ccccc2)n1	-4	-13	2	4	-12	-0.2	-0.53	4.2	0.6
O=C(CSc1ncccn1)NN=C1CCCCCC1	20	1	2	3	-8	0.8	1.2	/	0.4
O=C(O)/C=C/c1cnc[nH]1	-5	/	-14	-3	5	0.6	0.76	2.3	1.7
O=C(O)CNC(=O)CCn1nnc2ccccc2c1=O	/	-3	-15	-4	-7	0.5	0.67	-0.5	0.8
CCC(C)N(NC(C)=O)c1nc(Cl)nc(NC(C)C)n1 (configuration not stated)	1	-24	-34	1	-12	0.7	0.13	0.3	-2.0
CC(C)Cc1cc(C(=O)Nc2c(F)cc(F)cc2Br)no1	-5	-32	4	3	-4	0.4	-0.51	0.3	2.0
CCC(=O)NNC(=S)NC(=O)c1ccc(C)cc1	4	7	-13	-1	-23	1.9	7.6*	5.9	1.1
O=C(Cn1cc([N+](=O)[O-])cn1)NCC1CCCO1 (configuration not stated)	4	1	5	2	-6	0.3	0.73	1.2	1.8
COCCCn1c(Cc2csc(Nc3cccc(Cl)c3)n2)nnc1SCC(=O)OC1CCCCC1	-8	-6	-22	12	14	-0.8	-1.6	0.3	-0.2
Cc1ccc(CN2CCN(Cc3cnc(C)[nH]3)CC2CCO)cc1 (configuration not stated)	-9	-2	14	2	-13	1.0	-1.7	0.8	0.1
CCN1CCN(CC2CC3C=CC2C3)CC1 (configuration not stated)	5	-12	3	0	-16	1.4	-0.0014	0.6	2.3
O=C(CSc1ccc2ccccc2n1)NCc1ccc2c(c1)OCO2	5	-16	3	4	-3	0.0	-0.013	0.7	0.5
Cc1cc(C(=O)CSc2nnnn2-c2ccc(Cl)cc2)c(C)n1CC1CCCO1 (configuration not stated)	-3	-10	16	-2	-10	0.3	/	4.0	0.2
CN(C)CCCNC(=O)c1ccc(=O)[nH]n1	-8	-5	19	0	-9	1.5	-0.098	-0.7	-0.7
O=Nc1c(O)n(Cc2ccccc2)c2ccccc12	/	-12	11	3	-6	1.5	-0.35	0.8	-2.6
CC(C)c1ccc(/C=N/N2CCN(c3ccccn3)CC2)cc1	13	-15	13	4	-5	1.0	-0.8	9.4	2.1
CC1CC(=O)Nc2ccccc2N1S(=O)(=O)c1ccc(Cl)cc1 (configuration not stated)	-11	-7	-13	1	-11	0.6	0.071	0.5	-1.1
Cc1c(C(=O)NCCSCc2ccc(Cl)cc2Cl)cccc1[N+](=O)[O-]	/	10	3	0	-28	0.3	0.92	0.4	-0.5
Cc1ccc(NC(=O)CC2NCCN(Cc3ccccc3)C2=O)cc1 (configuration not stated)	-3	-10	4	1	-5	0.5	3	0.6	0.8
CSc1nc(-c2ccccc2)ccc1C(N)=O	2	9	-15	-2	5	0.2	-0.28	0.0	-1.4
N#CCCC(CCC#N)C1=NCCc2ccccc21	/	-7	-307	1	-11	0.7	0.027	-0.7	4.2
O=C(Cn1cc(C(=O)C2CC2)c2ccccc21)NCc1ccccc1	-9	6	-8	1	1	-0.5	-0.009	/	0.7
Cn1cnnc1SC(C(=O)Nc1cc(Cl)cc(Cl)c1)c1ccccc1 (configuration not stated)	0	-18	-18	6	3	0.8	0.56	0.5	-0.1
COc1ccc(C(=O)NC(=S)NC(C)C)cc1Br	-8	-3	19	5	-1	0.3	3	-0.1	-0.6
CC1=N/C(=C\c2ccc(OC(C)C)cc2)C(=O)N1c1ccc(C(=O)O)cc1	-3	-5	35	5[fluorescence artefact?]	-30	0.0	0.18	2.0	2.0
CC/C(C)=N\N=C\c1c(O)n(CC)c2cc(C3=NNC(=O)CC3)ccc12	-18	/	-20	5	-23	0.5	0.21	-0.6	-2.9
CCc1nn(-c2cc(Cl)ccc2OC)c2c1C(=O)CCC2	6	-14	20	2	-1	-0.2	/	1.2	-8.0
CN(C)CCNC(=S)Nc1ccc(Cl)cc1	-9	-1	-6	-6[fluorescence artefact?]	-4	-0.2	-0.45	-0.1	-2.0
O=C(O)CN(c1ccc2c(c1)OCCO2)S(=O)(=O)c1ccccc1	5	-8	3	0	-3	0.3	0.78	0.2	-0.3
Cc1ccc2nc(-c3ccccc3Cl)cc(C(=O)Nc3cc(C)on3)c2c1	-23	1	-47	5	-2	-0.6	-0.67	-0.1	0.2
COc1ccccc1Nc1nnc(C)c(=O)[nH]1	9	8	-25	-7[fluorescence artefact?]	-24	-0.4	/	0.2	0.2
COc1ccc([N+](=O)[O-])cc1NC(=O)COC(=O)c1ccccc1O	14	-8	-20	-2	-7	1.9	0.18	0.6	1.2

No new results follow: an excerpt of the list.
SMILES	Rad51 HR inh	Mdm2 ligase inh	Calpain2 inh	eIF4E 4G PPI	EBV gp42 block	PERK inh	KCC2 mod	L929 necroptosis	TNF necrop inh
O=C(CSc1ccc2ccccc2n1)NCc1ccc2c(c1)OCO2	5	-16	3	4	-3	0.0	-0.013	0.7	0.5
Cc1cc(C(=O)CSc2nnnn2-c2ccc(Cl)cc2)c(C)n1CC1CCCO1 (configuration not stated)	-3	-10	16	-2	-10	0.3	/	4.0	0.2

Next structures:
SMILES	Rad51 HR inh	Mdm2 ligase inh	Calpain2 inh	eIF4E 4G PPI	EBV gp42 block	PERK inh	KCC2 mod	L929 necroptosis	TNF necrop inh
CCOC(=O)N1CCN(S(=O)(=O)c2ccc(C)c(C)c2)CC1	0	-7	-15	-5	-10	1.1	/	0.2	-0.8
CC12CCC(C(=O)N3CCCCC3)([C@H](Br)C1=O)C2(C)C (some centres not stated)	-4	/	14	-8	-4	1.2	0.63	-0.7	1.1
O=C(CCSCCc1ccccn1)Nc1cc(F)ccc1F	0	1	-8	4	-11	0.8	-0.2	1.4	2.6
c1cc(-c2noc(CCC3CCCC3)n2)ccn1	0	-5	-3	3[fluorescence artefact?]	-12	1.0	/	-0.5	1.6
O=C(NCc1ccco1)C1CC2CCC1C2 (configuration not stated)	5	-20	-10	0	-17	0.7	0.21	0.0	18
COCCOC(=O)c1c(C)oc2ccc(OC(=O)c3c(OC)cccc3OC)cc12	1	9	7	-7	-2	-1.2	-1.2	0.6	-14
CNc1nc(Nc2ccc(C(C)=O)cc2)nc(OC(C(F)(F)F)C(F)(F)F)n1	5	-9	-55	-34[fluorescence artefact?]	-5	0.6	/	45	5.8
CC1CN(C(=O)CSc2nnc3c(Cl)cc(Cl)cn23)CC(C)O1 (configuration not stated)	8	-12	-11	-12	-30	-1.8	/	0.5	1.4

Records above that bear a hit mark in KCC2 mod:
compound | Mdm2 ligase inh | Calpain2 inh | eIF4E 4G PPI | EBV gp42 block | PERK inh | KCC2 mod
O=C(N/N=C/c1ccc(Br)o1)c1cc([N+](=O)[O-])cc([N+](=O)[O-])c1 | -1 | -2 | 1 | -7 | 0.8 | 12*
CCC(=O)NNC(=S)NC(=O)c1ccc(C)cc1 | 7 | -13 | -1 | -23 | 1.9 | 7.6*
